Menin-MLL TR inh: menin-MLL binding inhibition, Texas Red mutant peptide; O00255; Menin + Texas Red MLL mutant peptide, fluorescence polarization; Potency, µM (doses to about 61.6 µM), without a hit: top-dose FP activity change, negative = inhibition, usual class: inhibitors; actives 0.23% (n = 270,000); active means well fitted inhibition curve with a large enough effect in the polarisation, with a control signal flat, not every such curve was filed as active; inconclusive means small, poorly fitted or top-dose-only effect, or effect the other way, or a change in a side signal; inactive means no such curve, though single readings can be large or run the other way; the % refers to the polarisation; further: potency means the concentration at half of the fitted maximal effect; % of control where 0% means no effect; many of its hits are not listed in these tables
MLL CXXC-DNA inh: blocks binding of human MLL CXXC domain to DNA; Q03164; MLL-CXXC / FITC-HOXA9 DNA fluorescence polarization; Potency, µM (doses to about 115 µM), for inactives: at the top dose activity change, negative = inhibition, most hits filed as inhibitors; actives 0.037% (n = 290,000); AID 2662; active means well fitted inhibition curve with a large enough effect in the polarisation, with a control signal flat, not every such curve was filed as active; inconclusive means small, poorly fitted or top-dose-only effect, or effect the other way, or a change in a side signal; inactive means no such curve, though single readings can be large or run the other way; the % refers to the polarisation; further: potency means the concentration at half of the fitted maximal effect
Target sequence (Q03164 whole entry, looked up, the tested form may be a part): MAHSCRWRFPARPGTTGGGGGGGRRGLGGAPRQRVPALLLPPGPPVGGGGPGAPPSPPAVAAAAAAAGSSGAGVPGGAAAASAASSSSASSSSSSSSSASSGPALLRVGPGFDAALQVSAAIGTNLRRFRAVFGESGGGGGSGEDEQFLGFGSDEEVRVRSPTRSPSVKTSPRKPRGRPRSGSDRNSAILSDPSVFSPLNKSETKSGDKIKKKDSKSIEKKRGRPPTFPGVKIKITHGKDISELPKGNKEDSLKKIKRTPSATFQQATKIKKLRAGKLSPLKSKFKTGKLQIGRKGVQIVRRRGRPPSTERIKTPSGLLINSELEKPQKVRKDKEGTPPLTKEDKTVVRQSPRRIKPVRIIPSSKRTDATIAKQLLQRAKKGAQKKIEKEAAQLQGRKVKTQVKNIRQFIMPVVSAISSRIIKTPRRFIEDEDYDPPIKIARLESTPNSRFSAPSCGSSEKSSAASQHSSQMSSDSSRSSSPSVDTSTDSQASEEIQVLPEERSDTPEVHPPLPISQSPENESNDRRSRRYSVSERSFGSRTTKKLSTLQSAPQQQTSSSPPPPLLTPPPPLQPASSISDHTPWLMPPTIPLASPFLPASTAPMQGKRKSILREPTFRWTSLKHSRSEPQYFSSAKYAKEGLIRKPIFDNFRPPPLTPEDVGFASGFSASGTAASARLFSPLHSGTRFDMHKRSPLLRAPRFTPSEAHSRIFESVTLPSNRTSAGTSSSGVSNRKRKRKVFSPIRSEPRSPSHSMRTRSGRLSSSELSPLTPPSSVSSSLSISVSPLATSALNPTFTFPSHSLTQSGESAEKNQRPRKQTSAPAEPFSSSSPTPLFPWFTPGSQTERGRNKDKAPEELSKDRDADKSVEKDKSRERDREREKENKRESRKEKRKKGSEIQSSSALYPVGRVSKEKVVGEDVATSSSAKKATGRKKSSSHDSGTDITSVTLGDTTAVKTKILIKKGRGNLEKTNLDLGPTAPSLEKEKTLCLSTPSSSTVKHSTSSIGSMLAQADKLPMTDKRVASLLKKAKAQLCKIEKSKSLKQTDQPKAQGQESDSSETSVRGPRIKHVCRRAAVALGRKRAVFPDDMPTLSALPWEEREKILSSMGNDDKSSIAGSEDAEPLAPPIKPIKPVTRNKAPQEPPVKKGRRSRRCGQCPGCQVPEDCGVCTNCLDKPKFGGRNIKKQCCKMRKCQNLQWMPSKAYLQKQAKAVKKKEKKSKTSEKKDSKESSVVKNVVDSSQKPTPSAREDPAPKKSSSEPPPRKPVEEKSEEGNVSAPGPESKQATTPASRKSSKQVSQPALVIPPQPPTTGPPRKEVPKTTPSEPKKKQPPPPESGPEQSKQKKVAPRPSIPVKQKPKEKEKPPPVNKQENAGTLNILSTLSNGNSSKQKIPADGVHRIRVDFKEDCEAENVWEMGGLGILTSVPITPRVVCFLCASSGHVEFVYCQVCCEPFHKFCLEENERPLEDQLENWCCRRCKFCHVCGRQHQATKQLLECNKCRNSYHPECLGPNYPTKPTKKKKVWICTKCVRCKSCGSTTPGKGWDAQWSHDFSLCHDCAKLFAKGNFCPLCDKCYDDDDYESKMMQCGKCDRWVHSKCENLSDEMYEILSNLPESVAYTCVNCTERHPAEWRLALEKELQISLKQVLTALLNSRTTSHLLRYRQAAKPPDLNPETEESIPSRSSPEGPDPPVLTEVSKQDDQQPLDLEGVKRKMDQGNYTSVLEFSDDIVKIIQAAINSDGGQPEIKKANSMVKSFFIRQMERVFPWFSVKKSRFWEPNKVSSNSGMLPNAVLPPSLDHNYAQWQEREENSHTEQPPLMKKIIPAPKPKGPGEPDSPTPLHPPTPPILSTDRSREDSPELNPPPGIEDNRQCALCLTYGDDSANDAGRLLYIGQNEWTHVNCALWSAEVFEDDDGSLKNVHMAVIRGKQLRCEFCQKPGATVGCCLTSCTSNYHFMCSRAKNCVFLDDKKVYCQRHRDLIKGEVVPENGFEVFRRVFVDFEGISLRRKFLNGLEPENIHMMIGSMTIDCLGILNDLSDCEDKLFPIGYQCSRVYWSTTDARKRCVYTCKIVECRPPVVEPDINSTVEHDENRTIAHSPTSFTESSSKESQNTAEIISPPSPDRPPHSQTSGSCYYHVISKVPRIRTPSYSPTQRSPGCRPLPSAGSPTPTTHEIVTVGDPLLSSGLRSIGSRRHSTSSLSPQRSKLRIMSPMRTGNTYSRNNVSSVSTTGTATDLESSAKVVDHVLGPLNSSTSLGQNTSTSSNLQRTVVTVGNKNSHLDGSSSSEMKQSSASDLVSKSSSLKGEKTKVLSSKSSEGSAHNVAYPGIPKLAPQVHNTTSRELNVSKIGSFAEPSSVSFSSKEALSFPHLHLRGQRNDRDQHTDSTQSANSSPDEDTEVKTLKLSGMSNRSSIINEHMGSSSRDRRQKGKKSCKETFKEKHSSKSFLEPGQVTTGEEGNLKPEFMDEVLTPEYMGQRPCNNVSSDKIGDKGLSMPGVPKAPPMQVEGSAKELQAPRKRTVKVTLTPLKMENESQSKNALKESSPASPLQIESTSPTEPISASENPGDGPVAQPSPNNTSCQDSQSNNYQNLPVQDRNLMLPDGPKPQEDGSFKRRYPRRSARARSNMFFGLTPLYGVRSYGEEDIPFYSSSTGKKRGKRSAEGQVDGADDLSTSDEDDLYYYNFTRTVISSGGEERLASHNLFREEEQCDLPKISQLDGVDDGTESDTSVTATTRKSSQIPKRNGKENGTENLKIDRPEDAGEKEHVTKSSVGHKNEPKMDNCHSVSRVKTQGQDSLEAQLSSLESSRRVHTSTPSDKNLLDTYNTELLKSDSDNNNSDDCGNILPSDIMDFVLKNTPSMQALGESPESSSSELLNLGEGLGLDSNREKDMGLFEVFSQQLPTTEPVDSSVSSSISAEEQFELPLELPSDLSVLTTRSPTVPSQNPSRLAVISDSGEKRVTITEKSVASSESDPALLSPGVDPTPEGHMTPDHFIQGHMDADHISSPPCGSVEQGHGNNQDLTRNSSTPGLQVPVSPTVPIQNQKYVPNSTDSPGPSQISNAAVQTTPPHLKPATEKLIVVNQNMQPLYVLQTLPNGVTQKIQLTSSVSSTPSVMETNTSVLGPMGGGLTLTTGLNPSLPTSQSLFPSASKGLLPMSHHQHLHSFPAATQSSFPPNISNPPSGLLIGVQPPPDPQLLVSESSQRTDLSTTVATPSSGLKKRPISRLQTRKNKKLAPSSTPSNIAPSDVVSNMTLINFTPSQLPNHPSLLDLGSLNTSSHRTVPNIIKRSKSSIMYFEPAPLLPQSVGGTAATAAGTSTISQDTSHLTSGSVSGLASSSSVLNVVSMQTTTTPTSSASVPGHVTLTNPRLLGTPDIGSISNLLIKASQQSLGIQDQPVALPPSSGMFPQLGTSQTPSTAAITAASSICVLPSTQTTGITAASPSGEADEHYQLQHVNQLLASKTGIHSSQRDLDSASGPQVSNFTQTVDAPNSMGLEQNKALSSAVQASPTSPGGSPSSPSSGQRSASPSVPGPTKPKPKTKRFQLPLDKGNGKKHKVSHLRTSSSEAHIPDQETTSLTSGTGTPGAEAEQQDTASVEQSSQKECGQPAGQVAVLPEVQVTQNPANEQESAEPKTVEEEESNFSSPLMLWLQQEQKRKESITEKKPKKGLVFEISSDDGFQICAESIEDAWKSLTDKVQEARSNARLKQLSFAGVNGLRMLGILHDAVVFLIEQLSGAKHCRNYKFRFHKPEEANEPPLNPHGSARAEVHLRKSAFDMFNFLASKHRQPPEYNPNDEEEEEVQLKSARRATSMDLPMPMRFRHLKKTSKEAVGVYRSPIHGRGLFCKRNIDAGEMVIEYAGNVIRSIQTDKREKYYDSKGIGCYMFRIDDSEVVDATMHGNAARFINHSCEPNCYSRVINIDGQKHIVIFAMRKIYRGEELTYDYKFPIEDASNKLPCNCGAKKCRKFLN
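Steps: dispense CXXC domain solution (7 uM) → pin compounds or unlabeled HOX-A9 DNA control → 5 min ambient → add FLSN-HOX-A9 solution (50 nM) → spin → 30 min ambient → fluorescence polarization. Tris pH 7.5/NaCl/DTT/BSA buffer.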
A-T KAP1 phos: potential ataxia-telangiectasia treatment. Potency, µM (titrated, usually from 57.5 µM), for the others: top-dose activation, most hits filed as activators. AID 485349. […] A-T fibroblasts, KAP-1 phosphorylation AlphaLISA; neocarzinostatin DNA damage 30 min before lysis. actives 0.19% (n = 320,000); further: potency means the concentration at half of the fitted maximal effect; % of control where 0% means no effect; nearly all actives have a fitted effect of over 45% in size
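ATM-like activity read as KAP-1 phosphorylation via AlphaLISA donor/acceptor antibody pairs after lysis and 6 hr at 25C. Cells were ATM-null patient fibroblasts ([…], hTERT), dosed 60 min, then exposed to the DSB inducer NCS for 30 min.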
Integrin act MD: integrin-mediated muscular dystrophy alleviation activation; alpha7betagal myoblasts, beta-gal FDG fluorescence, 48 h; Potency, µM (top dose mostly 38.3 µM), for the others: top-dose activation, actives largely listed as activators; actives 0.064% (n = 350,000); AID 624291;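 further: potency means the concentration at half of the fitted maximal effect; 100% = response of the positive control SU9516; nearly all actives have a fitted effect of over 60% in size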
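Alpha7betagal+/- myoblasts (passage 13) were plated 16-24 hr, then exposed to compounds (1:260 dilution of DMSO stock) for 48 hours at 37C. After MPER lysis, β-galactosidase reporter activity was read as FDG fluorescence (ex 480/em 540) after 30 minutes.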
ASM inhibitor: blocks human secretory acid sphingomyelinase. P17405. placental ASM, HMU-PC fluorogenic substrate, 60 min. Potency, µM (top dose mostly 57.5 µM), inactives show top-dose activity change, negative = inhibition, actives largely listed as inhibitors. actives 0.006% (n = 340,000). AID 504937; further: potency means the concentration at half of the fitted maximal effect
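HMU-PC0 cleavage (9 uM final) by human placental ASM, 60 min at 37 °C following 10 min compound exposure at RT; stopped at pH 10, fluorescence Ex 386/Em 447 nm.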
Mito fusion act: mitochondrial division inhibition or fusion activation | actives 0.23% (n = 320,000) | S. cerevisiae fusion-defective mutant growth rescue, CellTiterGlo 48 h | Potency, µM (series often up to 46.1 µM), for the others: top-dose growth rescue (activation), usual class: activators;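 further: potency means the concentration at half of the fitted maximal effect; % of control where 0% means no effect; nearly all actives have a fitted effect of over 45% in size; temperature-sensitive fusion mutants such as fzo1-1 at 37 °C on non-fermentable ethanol glycerol medium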
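Luminescent cell viability in 1536-well qHTS format served as the measure of rescued growth in ts fusion-mutant S. cerevisiae cultured on non-fermentable YPEG for 48 hours at 37C.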
TCR act: activates T cell receptor signaling | 330,000 tested, under 10 active | primary human leukocytes, anti-CD3, IL-2 HTRF, 48 h | AID 504894 | Potency, µM (highest dose often 9.22 µM), without a hit: top-dose activation of IL-2 secretion, most hits filed as activators; further: % of control where 0% means no effect
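IL-2 release read by HTRF sandwich (Eu cryptate donor, d2 acceptor, 665 nm emission) after 48 hr exposure of primary human leukocytes to compound together with anti-CD3 beads in the absence of co-stimulatory signals.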
TSHR antag: blocks TSH signaling through the human TSH receptor | P16473 | TSHR-expressing cells, TSH-stimulated cAMP HTRF, 2 h; stronger effect = lower value | activity change, negative = inhibition, % at 11.5 µM | actives 0.2% (n = 330,000);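 active means activity change below a set negative limit, meaning inhibition stronger than a set level, cut at about -70% in these data; inconclusive means activity change between two set negative limits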; further: on the % scale 0 is the no-effect control and ±100 the full control effect
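TSHR-expressing cells were treated with compounds, then stimulated with TSH at EC80 (4nM final) for 2 hours at 37 deg C. Cellular cAMP was measured by HTRF competition between lysate cAMP and cAMP-d2 for a cryptate-labelled anti-cAMP antibody.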
PTAP TSG101 blk: blocks PTAP/TSG101 interaction to inhibit HIV-1 budding; Potency, µM (highest dose often 115 µM), for inactives: at the highest dose activity change, negative = inhibition, usual class: inhibitors; Q99816; 340,000 tested, under 10 active; Fluorescence polarization, FITC-PTAP peptide / Tsg101 binding; AID 493005; active means well fitted inhibition curve with a large enough effect in the main read-out, with a control signal flat, not every such curve was filed as active; inconclusive means small, poorly fitted or top-dose-only effect, or effect the other way, or a change in a side signal; inactive means no such curve, though single readings can be large or run the other way; further: potency means the concentration at half of the fitted maximal effect; % of control where 0% means no effect
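Compounds were pin-transferred onto Tsg101 binding domain (10 uM final) in HEPES pH 7.5 buffer, then FITC-PTAP peptide was added at 50 nM final. After 20 min at RT, polarization reported peptide displacement across a qHTS concentration series.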
MBNL1 CUG block: MBNL1-poly(CUG) RNA binding inhibition | AID 2675 | Potency, µM (top dose mostly 57.5 µM), inactives show at the top dose activity change, negative = inhibition, hits mostly inhibitors | actives 0.036% (n = 280,000) | TR-FRET MBNL1-His/biotin-(CUG)12 binding, 665/545 ratio | Q9NR56; active means well fitted inhibition curve with a large enough effect in the signal ratio, with a control signal flat, not every such curve was filed as active; inconclusive means small, poorly fitted or top-dose-only effect, or effect the other way, or a change in a side signal; inactive means no such curve, though single readings can be large or run the other way; the % refers to the signal ratio; further: potency means the concentration at half of the fitted maximal effect; on the % scale 0 is the no-effect control and ±100 the full control effect
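TR-FRET between His-tagged MBNL1 and biotin-(CUG)12 RNA, detected with Tb anti-His antibody (0.055 ng/ul) and streptavidin-XL665 (5 nM), 60 min at room temperature. Compounds titrated 92 nM to 58 uM; 665/545 nm ratio normalized to buffer and complex controls.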
* = called active by the depositor; ? = inconclusive; . = no result given; & = joins results of further samples; [ ] = remark or other dose. Unless noted, the call rests on the fitted dose curve; in most records, active means well fitted curve in the direction sought with a large enough effect; inconclusive means small, poorly fitted or top-dose-only effect, or another doubt; inactive means no such curve, though single readings can be large; an effect the other way counts as inactive or inconclusive. A portion of the library, so the mix of outcomes need not match the whole.

SMILES	Menin-MLL TR inh	MLL CXXC-DNA inh	A-T KAP1 phos	Integrin act MD	ASM inhibitor	Mito fusion act	TCR act	TSHR antag	PTAP TSG101 blk	MBNL1 CUG block
O=C(COC(=O)c1cc(=O)[nH]c2ccccc12)c1ccccc1	-11%	0%	-10%	13%	0%	-2%	-1%	14	-4%	?
COc1ccccc1N1CCN(S(=O)(=O)c2cccc(F)c2)CC1	32%[activator]	-1%	2%	6%	3%	3%	0%	0	0%	3%
O=C(Nc1ccccc1F)N1CCCC1c1cccnc1 (centres undefined)	.	-1%	0%	28%	3%	1%	-11%	3	-4%	-3%
NC(=O)C1CC(=O)N(c2ccc(OCC(=O)Nc3ccc(Cl)cc3)cc2)C1 (centres undefined)	.	4%	2%	?	5%	2%	7%	4	0%	-7%
CCC(C)NS(=O)(=O)c1ccc(NC(=O)CNCc2cccs2)cc1 (centres undefined)	.	.	.	-5%	2%	.	11%	.	0%	.
Cc1ccc(SCC(=O)NNC(=O)CNC(=O)c2ccccc2F)cc1	.	.	-4%	1%	2%	.	-5%	4	-8%	.
CC(=O)Oc1ccccc1/C=C/c1ccc2ccccc2[n+]1C	?	2%	-3%	-1%	10%	-6%	.	-3	4%	?
c1ccc2c(c1)nc(NCc1ccc3c(c1)OCO3)n2CCN1CCOCC1	3%	6%	1%	18%	6%	0%	2%	3	-8%	-10%
Cc1ccc(-c2nc3c(c(SCC(=O)N4CCOCC4)n2)Cc2c(CO)cnc(C)c2O3)cc1	-3%	-5%	-4%	-8%	-12%	17%	-6%	-8	1%	?
COc1ccc(N2CCN(S(=O)(=O)/C=C/c3ccccc3)CC2)cc1	6%	6%	3%	-2%	-2%	1%	0%	0	-6%	-8%

Fetched by compound from the list above, 4 records:
SMILES	Menin-MLL TR inh	MLL CXXC-DNA inh	A-T KAP1 phos	Integrin act MD	ASM inhibitor	Mito fusion act	TCR act	TSHR antag	PTAP TSG101 blk	MBNL1 CUG block
c1ccc2c(c1)nc(NCc1ccc3c(c1)OCO3)n2CCN1CCOCC1	3%	6%	1%	18%	6%	0%	2%	3	-8%	-10%
O=C(Nc1ccccc1F)N1CCCC1c1cccnc1 (centres undefined)	.	-1%	0%	28%	3%	1%	-11%	3	-4%	-3%
Cc1ccc(-c2nc3c(c(SCC(=O)N4CCOCC4)n2)Cc2c(CO)cnc(C)c2O3)cc1	-3%	-5%	-4%	-8%	-12%	17%	-6%	-8	1%	?
COc1ccccc1N1CCN(S(=O)(=O)c2cccc(F)c2)CC1	32%[activator]	-1%	2%	6%	3%	3%	0%	0	0%	3%

Other records:
SMILES	Menin-MLL TR inh	MLL CXXC-DNA inh	A-T KAP1 phos	Integrin act MD	ASM inhibitor	Mito fusion act	TCR act	TSHR antag	PTAP TSG101 blk	MBNL1 CUG block
Cc1ccc(NC(=O)CSc2n[nH]c(-c3ccncc3)n2)c(C)c1	8%	5%	-7%	10%	8%	-6%	1%	13	5%	2%
C=CCNC(=O)C(=O)N/N=C/c1cccc(Br)c1	-10%	4%	-5%	-25%	-1%	2%	3%	6	-1%	1%
O=C(Nc1nnc(SCc2ccc(F)cc2)s1)c1ccc2ncsc2c1	?	11%	3%	?	-1%	13%	2%[46.1 µM]	-8	3%	?
CC(C)Oc1ccc(C(=O)N2CCCc3ccccc32)cc1	-15%	-8%	7%	-5%	0%	1%	1%	0	-5%	-3%
COCCSc1nnc(NC(=O)C2CC(=O)N(c3ccc(OC)cc3)C2)s1 (centres undefined)	3%	-2%	1%	-7%	-4%	6%	3%	-5	-2%	-1%
O=C(c1ccc(CNc2c(N3CCCC3)c(=O)c2=O)cc1)N1CC=C(c2ccccc2)CC1	.	3%	-10%	0%	5%	-1%	5%	-4	-4%	4%
Oc1ccc(Nc2nc(-c3cccs3)cs2)cc1	?	10%	-23%	-13%	23%	4%	-2%[46.1 µM]	3	0%	1%
Clc1ccc(-c2ccc(CNCC3CCCO3)o2)cc1 (centres undefined)	.	-7%	-7%	?	-3%	-4%	2%	-4	-3%	-2%
O=C1NC(=Nc2cccnc2)S/C1=C\c1cccc(F)c1	.	58%[activator]	-10%	10%	-4%	4%	-7%	1	6%	.
CCCOc1cccc(/C=N/NC(=O)c2csc(C)c2C)c1	8%	-25%	.	12%	-7%	-4%	3%	.	-7%	-7%
O=C1CNC(=S)N1C1CCCCCC1	-2%	-7%	-2%	30%	-1%	-13%	-8%	-6	0%	-3%
CC(=O)OC(C(=O)NC1CCCCC1)c1ccc(C#N)cc1 (centres undefined)	4%	0%	12%	-3%	2%	-3%	-3%	-9	-6%	-3%
O=C1Nc2ccccc2N(O)N1c1ccc(S(=O)(=O)N2CCOCC2)cc1	-2%	5%	2%	25%	5%	-1%	-2%	-4	-2%	.
Cc1[nH]nc(SCC(=O)N(C)c2ccccc2)c1[N+](=O)[O-]	14%	18%	1%	-15%	1%	-1%	3%	6	1%	21%
Cc1ccc(OCCn2c(Br)nc3c2c(=O)n(C)c(=O)n3C)cc1	-14%	-19%	0%	4%	0%	-1%	-1%[46.1 µM]	-1	2%	1%
COC(=O)Cc1n[nH]c(=O)c2ccccc12	.	14%	0%	-5%	1%	-6%	4%	22	-9%	-2%
COc1cc(NC(=O)Cn2cnc3sc(C)c(S(=O)(=O)N4CCN(C)CC4)c3c2=O)cc(OC)c1OC	-1%	1%	2%	.	.	5%	.	13	.	-21%
C/C(N)=C(/C#N)C(=O)CSc1nnc(SCc2ccc(Cl)cc2)s1	-25%	7%	2%	-47%&-29%[inhibitor]	-6%&-3%	4%	12%&6%	-35	-1%&-6%	-2%
COc1ccc(OC)c(C2=C[N+](=O)C(C)(C)C(C)(C)N2[O-])c1	-6%	1%	3%	31%	2%	-2%	15%	28	-7%	9%
CC1(CC(=O)NNC(=O)Nc2ccccc2)OCCCO1	3%	-2%	2%	-9%	-4%	10%	2%	-6	-9%	-7%
N#C/C(=C\c1ccc(O)cc1)c1nc2ccccc2o1	.	155%[activator]	6%	10%	-12%	-8%	7%	-13	-4%	?
COc1ccc(/C=N/N2C(=O)CSC2=S)cc1	31%[activator]	-22%	.	13%	3%	-5%	-1%	.	-6%	?
Cc1ccc(S(=O)(=O)N(C)C)cc1NC(=O)CCc1ccccc1	.	2%	-3%	2%	4%	2%	2%	3	1%	-7%
CCCCn1c(N)c(N(CC)C(=O)c2cc3c(s2)CCCCC3)c(=O)[nH]c1=O	.	.	22%	0%	2%	-5%	7%	8	-2%	.
COc1cc2c(cc1OC)CN(Cc1cc(=O)oc3c(C)c(C)ccc13)CC2	2%	1%	3%	-3%	111%[activator]	5%	-1%[46.1 µM]	-12	-7%	12%
N/C(COc1ccc(F)cc1)=N\NC(=O)c1cccnc1Oc1ccccc1	-4%	-11%	-4%	4%	-1%	-3%	1%	-2	-3%	-5%
COc1cc(O)c2c(=O)c3c(O[C@H]4O[C@@H](CO)[C@H](O)[C@@H](O)[C@@H]4O)ccc(O)c3oc2c1	.	.	7%	14%	-1%	.	3%	-10	0%	.
CCc1nnc(NC(=O)c2sc3nc(C)cc(COC)c3c2N)s1	18%	0%	1%	1%	17%	11%	-6%	-18	-2%	?
CC(C)c1ccc[n+](-c2nc([O-])sc2C=O)c1	.	-6%	19%	10%	3%	-1%	2%	8	-5%	?
COc1ccccc1N(C)S(=O)(=O)c1ccc(C(=O)Nc2nccs2)cc1	.	.	4%	-1%	-12%	15%	6%	-23	0%	.
O=C(c1ccccc1)c1c2c(cc3sc4ccccc4[n+]13)-c1cccc3cccc-2c13	?	?	8%	-66%[inhibitor]	13%	22%	6%[46.1 µM]	-16	-14%	?

Part of the list above, bar-delimited.
Compound | Menin-MLL TR inh | MLL CXXC-DNA inh | A-T KAP1 phos | Integrin act MD | ASM inhibitor | Mito fusion act | TCR act | TSHR antag | PTAP TSG101 blk | MBNL1 CUG block
Cc1ccc(S(=O)(=O)N(C)C)cc1NC(=O)CCc1ccccc1 | . | 2% | -3% | 2% | 4% | 2% | 2% | 3 | 1% | -7%
CCCCn1c(N)c(N(CC)C(=O)c2cc3c(s2)CCCCC3)c(=O)[nH]c1=O | . | . | 22% | 0% | 2% | -5% | 7% | 8 | -2% | .
COc1cc2c(cc1OC)CN(Cc1cc(=O)oc3c(C)c(C)ccc13)CC2 | 2% | 1% | 3% | -3% | 111%[activator] | 5% | -1%[46.1 µM] | -12 | -7% | 12%

Screens (PubChem BioAssay)
